# CAL PDZ FP-1: untagged CAL PDZ binding inhibitors, primary screen, biochemical, fluorescence polarization, HTS; inhibition, % at 24.9 µM; AID 602252, 2012; Golgi-associated PDZ and coiled-coil motif-containing protein (Homo sapiens), Q9HD26; 300,000 tested, 0.92% active; purified CAL PDZ, TMR-peptide fluorescence polarization, 1 h;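 active = mean inhibition of at least 30% with at least half of replicates also reaching 30%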;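 note: 0% = DMSO neutral control and 100% = excess unlabeled competitor peptide PRC23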
# CAL PDZ FP-2: CAL PDZ peptide-binding inhibitors, primary screen, biochemical, fluorescence polarization, Cer-tagged CAL PDZ, HTS; Golgi-associated PDZ and coiled-coil motif-containing protein (Homo sapiens), Q9HD26; purified CAL PDZ, TMR-peptide fluorescence polarization, 1 h; inhibition, % at 20 µM; 330,000 tested, 0.02% active; AID 504414, 2011;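 active = highest replicate inhibition of at least 40%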;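 note: plate controls were DMSO neutral control wells for no effect and unlabeled competitor peptide control wells for full effect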
#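 System: purified tagged CAL PDZ domain construct (CerCALP). Schedule: 1 h incubation at room temperature before polarization reading. Medium: 25 mM sodium phosphate pH 7.4, 150 mM NaCl, TCEP, IgG, Thesit. Read-out: percent inhibition from loss of millipolarization. Measured by: FP readout, S and P plane fluorescence. Probe or stimulus: fluorescent TMR peptide probe.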
# C-LANA FP: inhibitors of KSHV C-LANA binding to DNA, primary screen, biochemical, fluorescence polarization, FAM-LBS DNA, MBP-C-LANA, single point | Kaposi's sarcoma herpesvirus LANA C-terminal domain (residues 932-1162) DNA binding | inhibition, % at 9 µM | 340,000 tested, 0.078% active;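 active = highest replicate inhibition at or above 60% at 9 µM, even if other replicates fall short; inactive = all replicates below 60% inhibition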;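 note: 0% = neutral control wells and 100% = 4 µM acridine orange control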
# Arr AP2 block: inhibitors of beta-arrestin/AP2 binding, primary screen, biochemical, GPCR trafficking, flow cytometry | FITC-arrestin peptide / GST-AP2 beads; AP2 beta2 appendage carries R879A mutation | AID 504490, 2011 | 340,000 tested, 0.31% active | inhibition, % at 10 µM | beta-arrestin 1 C-terminal peptide binding to AP2 beta2-adaptin appendage (human);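 active = inhibition above a set limit, near 3 SD of compounds lacking own fluorescence, cut at about 54% in these data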;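 note: plate controls were DMSO wells for no effect and 5 µM unlabelled arrestin peptide for full effect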
#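 Material – AP2 appendage R879A on GSH beads · Buffer or medium – PBS with 0.05% Tween 20 and 0.1% BSA · Probe or stimulus – fluorescein-tagged arrestin peptide at 50 nM final · Incubation – compound with beads 12 min RT, then probe 1 h RT · Detection – high-throughput flow cytometry of beads, ex 488, em 535 nm · Evaluation – percent response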
# V-ATPase pH: regulators of yeast V-ATPase proton pumping, primary screen, pHLuorin cytosolic pH fluorescence | S. cerevisiae | response, % at 10 µM | 350,000 tested, 0.37% active; in the data active = response mostly above about 7.3%, no sharp cut-off; inactive = mostly below about 5.4%; note: actives read high; inactives centre near 0; some compounds called inactive have numbers as strong as hits; reference of the scale not given here
# RTF Ca sens inh: cardiac RTF calcium sensitivity inhibitors, primary screen, biochemical, IANBD-TnC fluorescence, EC70 calcium. IANBD-labeled cardiac RTF, Ca2+ fluorescence. 340,000 tested, 0.12% active. Troponin I, cardiac muscle (Homo sapiens) + Troponin T, cardiac muscle (Homo sapiens) + …. inhibition, % at 7.15 µM;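 active = inhibition above the mean inhibition of all tested compounds plus 3 SD, cut at about 17% in these data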;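 note: assay run at fixed EC70 calcium of 1.6 mM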
# NSD2 HMT inh: NSD2 histone methyltransferase inhibitors, primary screen, biochemical, AlphaScreen, single concentration, set 2 | NSD2 peptide methylation, 120 min | Histone-lysine N-methyltransferase NSD2 (Homo sapiens), O96028 | 310,000 tested, 0.54% active | inhibition, % at 12.5 µM | AID 743445, 2014; in the data active = inhibition above about 50%
# DAGLB inhibitor: DAGLB lipase inhibitors, primary screen, biochemical, fluorescence, HTS; Diacylglycerol lipase-beta (Homo sapiens), Q8NCG7; HEK293T DAGLB membrane lysate, EnzChek fluorogenic substrate; inhibition, % at 5.17 µM; 340,000 tested, 0.059% active; in the data active = inhibition above about 34%;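 note: 0% = enzyme with vehicle and 100% = wells lacking enzyme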
# DSG3 Ab inh: inhibitors of pemphigus antibody binding to DSG3, primary screen, biochemical, bead-based, flow cytometry, scFv-GFP | Desmoglein-3 (Homo sapiens), P32926 | DSG3-coupled beads, scFv-anti-DSG3-GFP binding; hits give low values | binding (percent of control), % at 10 µM | 310,000 tested, 0.48% active | AID 588358, 2011;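 active = binding more than 3 SD below its plate's average and above zero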;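 note: hits lower antibody fragment binding to DSG3; some compounds called inactive have numbers as strong as hits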
# Target sequence (P32926 whole entry, looked up, the tested form may be a part): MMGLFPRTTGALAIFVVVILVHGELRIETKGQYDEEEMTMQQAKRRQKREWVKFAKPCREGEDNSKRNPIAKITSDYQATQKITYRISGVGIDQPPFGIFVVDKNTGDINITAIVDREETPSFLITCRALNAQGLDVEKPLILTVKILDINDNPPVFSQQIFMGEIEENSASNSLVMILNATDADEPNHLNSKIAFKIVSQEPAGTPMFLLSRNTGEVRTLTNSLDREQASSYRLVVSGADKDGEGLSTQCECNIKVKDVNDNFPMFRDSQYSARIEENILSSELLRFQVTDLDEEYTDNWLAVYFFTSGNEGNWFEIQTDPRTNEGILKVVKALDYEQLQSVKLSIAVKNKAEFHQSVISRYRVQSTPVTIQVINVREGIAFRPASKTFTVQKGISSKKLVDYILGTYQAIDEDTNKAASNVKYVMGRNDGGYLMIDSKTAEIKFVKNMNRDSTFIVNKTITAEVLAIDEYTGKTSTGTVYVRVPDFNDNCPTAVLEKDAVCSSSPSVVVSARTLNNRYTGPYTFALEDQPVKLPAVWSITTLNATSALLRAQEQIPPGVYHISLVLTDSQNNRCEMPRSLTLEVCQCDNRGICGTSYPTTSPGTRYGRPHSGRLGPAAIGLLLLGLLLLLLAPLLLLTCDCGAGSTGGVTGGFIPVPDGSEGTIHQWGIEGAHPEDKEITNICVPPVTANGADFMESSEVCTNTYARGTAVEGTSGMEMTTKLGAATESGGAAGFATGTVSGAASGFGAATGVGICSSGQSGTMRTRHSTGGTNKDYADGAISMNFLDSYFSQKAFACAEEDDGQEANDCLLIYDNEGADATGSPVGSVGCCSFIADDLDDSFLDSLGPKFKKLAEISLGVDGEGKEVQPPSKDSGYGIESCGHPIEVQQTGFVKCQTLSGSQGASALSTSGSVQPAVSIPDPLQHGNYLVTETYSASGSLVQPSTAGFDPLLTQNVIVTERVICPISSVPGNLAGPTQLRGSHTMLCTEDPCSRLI
# Keap1-Nrf2 PPI: Keap1-Nrf2 protein-protein interaction inhibitors, primary screen, biochemical, fluorescence polarization, single point; Kelch-like ECH-associated protein 1 (Homo sapiens), Q14145; Keap1 Kelch-Nrf2 peptide fluorescence polarization, 1536-well; AID 504523, 2011; 340,000 tested, 0.15% active; inhibition, % at 9.4 µM; in the data active = inhibition above about 12%;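 note: human Keap1 Kelch domain with fluorescein labeled Nrf2 9mer peptide probe; 0% = neutral control wells and 100% = peptide positive control; higher means more block of Keap1 binding to Nrf2 peptide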
# The depositor's hits bear a star; · = no result given. Not all compounds are listed, so the mix of outcomes need not match the whole.
entry	molecule	CAL PDZ FP-1	CAL PDZ FP-2	C-LANA FP	Arr AP2 block	V-ATPase pH	RTF Ca sens inh	NSD2 HMT inh	DAGLB inhibitor	DSG3 Ab inh	Keap1-Nrf2 PPI
1	CC1CCC(NC(=O)CN2C(=O)c3ccccc3S2(=O)=O)CC1 (configuration not stated)	-3	0.4	-0.9	-10	-2	-13	5	-3	·	-2
2	CCOCc1nnc(NC(=O)CCC2CCCCC2)s1	-4	-1.0	0.0	38	10	-3	0	-4	106	1
3	CCC(C)C(NC(=O)C1CCC(C)CC1)C(=O)NCc1ccco1 (configuration not stated)	-11	-0.8	0.2	26	-3	-4	3	-1	108	1
4	CCOc1ccccc1NS(=O)(=O)c1ccc2c(c1)n(C)c(=O)c(=O)n2C	·	0.7	-0.6	10	3	-3	2	-2	121	-3
5	NC(=O)N/N=C/c1ccccc1OCc1cccc2ccccc12	-8	0.3	-3.0	-7	1	-10	-1	0	119	-4
6	CCOc1ccccc1CNS(=O)(=O)c1cnc[nH]1	1	-2.5	0.5	35	7	-7	-2	-2	98	3
7	Cn1cc(CCC(=O)N2CCCC(CCC(=O)NCc3ccc(F)c(F)c3)C2)cn1 (configuration not stated)	-12	-3.7	0.2	-1	1	-4	-3	1	91	-6
8	Nc1nc(Cl)cc(Sc2ccc(F)cc2)n1	-3	0.1	-0.6	23	-3	-1	-1	-2	100	2
9	Cn1c(CC(=O)Nc2ccc(F)cc2)c(Sc2ccccc2)c2ccccc21	-4	-0.1	0.0	1	-1	3	0	-7	101	-1
10	CN1CCc2c(sc3c2C(=O)NC(c2cccc(OC(=O)c4cccs4)c2)N3)C1 (configuration not stated)	·	-2.0	-2.4	2	-1	-37	·	-13	118	-35
11	Cc1occc1C(=O)N/N=C/c1c(O)ccc2ccccc12	-2	-0.7	4.6	32	-4	-6	-1	5	95	-5
12	Cc1ccc2nc(Cl)c(/C=C/C(=O)c3ccco3)cc2c1	-4	-1.9	0.7	-5	2	-6	-1	4	·	-2
13	COc1ccc(NC(=O)c2csc3c2CCCCC3)c(OC)c1	1	-2.2	-0.4	1	2	-2	-3	-7	102	-7
14	O=C(Nc1cccc2cccnc12)c1cccc(N2C(=O)CCC2=O)c1	0	-1.7	-0.4	0	1	-11	3	-3	103	-1
15	CCc1ccc2[nH]c(=O)c(CN(Cc3nnnn3C3CCCC3)C3CCCCC3)cc2c1	-1	-0.9	-0.9	29	-3	-2	·	2	98	-4
16	O=C(CNc1ccccc1)N/N=C/c1ccc([N+](=O)[O-])o1	·	0.3	1.3	3	0	3	1	-2	106	-2
17	CC(C)c1ccc(NC(=O)/C(C#N)=C/c2ccncc2)cc1	-13	-0.4	-1.1	-2	13*	-3	1	2	105	1
18	CCCCC(=O)Nc1ccc(N2CCCC2)cc1	2	-0.9	-1.6	15	4	1	2	9	101	-1
19	COc1ccc(-n2c(=O)c(CCC(=O)NCCc3ccccc3F)nc3ccccc32)cc1	-11	-1.0	-1.1	-12	3	1	0	2	·	-2
20	COc1ccc(-c2c(C)nc3c(-c4ccsc4)cnn3c2N)cc1	-10	-0.9	7.4	4	-3	3	0	1	99	-2
21	CCOC(=O)c1ccc(NC(=O)C2(c3ccccc3)CCCC2)cc1	4	-2.9	-1.2	-6	-1	-1	-4	-6	97	-2
22	CCOC(=O)c1cc2c(ccn2-c2ccc(F)cc2)n1CC(=O)N1CCN(C(=O)c2ccco2)CC1	-1	-2.4	-0.9	-10	4	-11	-4	0	115	-4
23	COc1ccc(C(=O)NCc2csc(C)n2)cc1OC1CCN(C(C)=O)CC1	-2	-1.5	-2.4	19	-1	-3	-2	0	103	1
24	CCONC(=O)Nc1ccccc1	0	-1.7	-0.9	7	1	3	-5	-1	·	-7

# Complete entries as entered above:
# Record of CCOC(=O)c1ccc(NC(=O)C2(c3ccccc3)CCCC2)cc1 : CAL PDZ FP-1 = 4; CAL PDZ FP-2 = -2.9; C-LANA FP = -1.2; Arr AP2 block = -6; V-ATPase pH = -1; RTF Ca sens inh = -1; NSD2 HMT inh = -4; DAGLB inhibitor = -6; DSG3 Ab inh = 97; Keap1-Nrf2 PPI = -2
# Record of COc1ccc(NC(=O)c2csc3c2CCCCC3)c(OC)c1 : CAL PDZ FP-1 = 1; CAL PDZ FP-2 = -2.2; C-LANA FP = -0.4; Arr AP2 block = 1; V-ATPase pH = 2; RTF Ca sens inh = -2; NSD2 HMT inh = -3; DAGLB inhibitor = -7; DSG3 Ab inh = 102; Keap1-Nrf2 PPI = -7

# Following part.
# Values run as follows: CAL PDZ FP-1	CAL PDZ FP-2	C-LANA FP	Arr AP2 block	V-ATPase pH	RTF Ca sens inh	NSD2 HMT inh	DAGLB inhibitor	DSG3 Ab inh	Keap1-Nrf2 PPI
25) COc1ccc(S(=O)(=O)N2CCCC(C(=O)O)C2)cc1Cl (configuration not stated)
    1	-1.2	-1.8	0	4	-8	1	0	106	-6
26) COC(=O)C1=C(C)NC(=O)/C1=C\c1cc(C)n(-c2ccc(F)cc2)c1C
    1	-0.6	0.9	-1	1	-13	8	2	91	-7
27) COc1cc(/C=N/Nc2nc(Nc3ccccc3)nc(N3CCOCC3)n2)ccc1OC(=O)c1ccco1
    -6	-3.3	0.2	0	-2	8	·	-1	86	-6
28) CC(=O)[C@@]1(O)CCC2C3C=CC4=CC(=O)CC[C@]4(C)C3CC[C@@]21C (some centres not stated)
    -3	-2.1	-0.6	8	0	-9	8	-2	96	-2
29) O=C(NNC(=O)c1ccccc1OCc1ccccc1)c1ccccc1F
    -11	-1.2	-1.2	-5	0	-5	-2	-1	85	3
30) CCOc1ccc(NC(=S)Nc2cccnc2)cc1
    0	-0.9	0.0	-25	0	-5	·	0	117	-4
31) COc1cccc(/C=C/C(=O)OCC(=O)NCCc2ccccc2)c1
    5	0.0	-0.8	-6	0	-5	-4	-7	113	-2
32) Cc1noc(C)c1S(=O)(=O)N(CC(=O)NCCc1ccccc1)c1ccc(C(C)C)cc1
    -1	-2.4	-0.3	-10	-1	-1	-5	-4	106	8
33) N#CC1=C2N=C(N)c3ccccc3N2C2=C(C(=O)CCC2)C1c1ccc(Cl)cc1 (configuration not stated)
    ·	-0.4	0.5	-6	3	3	·	2	110	-3
34) O=C(Nc1cccc(F)c1)Nc1ccnn1C1CCN(C(=O)c2ccccn2)CC1
    -6	0.4	-0.8	-7	2	-7	-1	1	109	-1
35) Cc1ccc(C(=O)NCC(=O)OCC(=O)Nc2cc(S(=O)(=O)N3CCOCC3)ccc2C)cc1
    0	-0.6	-0.3	29	3	-5	0	2	104	-5
36) O=C1/C(=N\S(=O)(=O)c2cccs2)C([n+]2ccccc2)=C([O-])c2ccccc21
    4	-0.1	1.2	-4	-1	5	·	3	98	-5
37) C/C(Cl)=C/Cc1c(C)[nH]c2ccc(C)cc2c1=O
    -4	-0.5	-0.5	3	-4	-6	0	-1	95	0
38) CN(C)S(=O)(=O)c1ccc2c(c1)/C(=C/c1cc3c([nH]1)CCCC3)C(=O)N2
    5	1.8	-2.8	23	-1	-59	·	-4	348	-11
39) Cc1cc(F)ccc1S(=O)(=O)NCC1CC2CCC1C2 (configuration not stated)
    -6	-0.8	1.3	3	2	-11	-5	-2	99	-2
40) O=C(COc1ccc(Cl)cc1Cl)Nc1ccc(C(=O)Nc2ccccc2C(=O)O)cc1
    -1	-2.5	0.3	17	0	4	1	2	92	3
41) COc1cc2c(cc1OC)C(C(=O)Nc1ccccn1)C(c1cccnc1)N(C)C2=O (configuration not stated)
    -4	-1.0	-2.0	-1	3	-1	2	-1	·	-5
42) COC(=O)C1=C(N)N(c2ccc(F)cc2)C2=C(C(=O)CCC2)C1c1ccc2c(c1)OCO2 (configuration not stated)
    -1	·	40	9	-3	-2	-2	-2	·	-4
43) O=C(CSCC(=O)N1CCOCC1)Nc1nc(-c2ccccc2)cs1
    -2	-3.1	1.1	21	1	8	53*	0	104	-2
44) Cn1cnc(S(=O)(=O)NC2CCN(Cc3c(F)cccc3Cl)CC2)c1
    2	-2.2	0.4	28	-2	-1	-1	0	103	0
45) Nc1nc(Nc2cccc(Cl)c2)nc(NCCO)c1[N+](=O)[O-]
    ·	-1.8	-1.0	5	1	-6	2	-1	102	-3
46) COC(=O)c1ccc(Oc2nc(C)cc(Oc3ccccc3)n2)cc1
    -4	-0.5	-0.4	0	2	9	-10	-6	94	1
47) CCOCCCNC(=O)C1CCN(S(=O)(=O)N2CC(C)CC(C)C2)CC1 (configuration not stated)
    -2	-0.5	-2.0	8	-2	1	-4	1	104	0
48) COc1cc(CN(C(=O)c2cccs2)C2CCS(=O)(=O)C2)cc(OC)c1OC (configuration not stated)
    ·	0.0	-1.3	6	4	-3	-3	0	100	2
49) O=C(CCc1ccc(S(=O)(=O)N2CCOCC2)cc1)NCCc1ccccn1
    -2	-0.8	0.0	2	3	-8	-2	1	90	-6
50) COc1cc(-c2nc3ccc(C)cn3c2NCc2ccccc2)ccc1-c1cccc(Cl)c1
    -3	0.0	-0.4	2	2	1	·	-5	100	2

# V-ATPase pH, entries above that show a hit
# Values run as follows: CAL PDZ FP-1	CAL PDZ FP-2	C-LANA FP	Arr AP2 block	V-ATPase pH	RTF Ca sens inh	NSD2 HMT inh	DAGLB inhibitor	DSG3 Ab inh	Keap1-Nrf2 PPI
17) CC(C)c1ccc(NC(=O)/C(C#N)=C/c2ccncc2)cc1
    -13	-0.4	-1.1	-2	13*	-3	1	2	105	1

# From PubChem BioAssay
